Ecoli WT expand: growth inhibitors of E. coli BW25113 wild type; OD600 absorbance; growth inhibition, % at 100 µM; 0.15% of 98,000 active; AID 710;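 active = growth inhibition above about 50% at one test dose, limit read from the data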;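 also: growth measured after 20 h incubation at 37 °C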
DAT uptake mod: changed human dopamine transporter uptake under cocaine IC80; Q01959; LLC-PK1 hDAT cells, [14C]-dopamine uptake with cocaine IC80; actives deviate in either direction; B-score at 10 µM; 1.3% of 110,000 active;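 active = Z score or B-score, a plate-position-corrected score, falls beyond the plate's 99.7% confidence bounds, in either direction; inactive = both scores lie inside the 99.7% bounds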;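 also: scored against the spread of the other compound wells on the same plate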
CYP2C9 inh: blocks human cytochrome P450 2C9; CYP2C9 Supersomes, luciferin-H conversion, luminescence; 20% of 96,000 active; P11712; inhibition, % at 5 µM;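 active = blocking of liver enzyme CYP2C9 beyond about 50% at 5 µM, limit read from the data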; also: values of inactives mirror those of a sister screen read the other way
PostGolgi yeast: growth inhibition of a yeast mutant, post-Golgi transport screen; post-Golgi transport phenotypic cell assay; inhibition, % at 10 µM; 0.9% of 98,000 active; AID 739;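 also: yeast cells grown in 1536-well plates; yeast grown about 18 h at 30C before absorbance read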
PTPN22 act: activators of human LYP (PTPN22) phosphatase; recombinant LYP, DiFMUP fluorescence; 0 = plate median, 100 = signal doubled; activation, % at 2 µM; 0.11% of 96,000 active; AID 697;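 active = activation at 2 µM above a set limit, the mean plus 5 SD, cut at about 37% in these data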
PTPN22 inh 2: LYP (human) phosphatase inhibition. Q9Y2R2. recombinant LYP catalytic domain, DiFMUP fluorescence. inhibition, % at 2 µM. 0.21% of 96,000 active;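 active = inhibition at 2 µM at or above a set limit, the screen mean plus 3 SD, cut at about 24% in these data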;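 also: 0% = DMSO with enzyme and 100% = enzyme fully blocked by orthovanadate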
CYP2C9 activ: increases human cytochrome P450 2C9 activity. recombinant CYP2C9, luciferin-H conversion, luminescence; stronger effect = higher value; factor 1 = untreated enzyme, 0 = blocked. AID 1024. 1.4% of 96,000 active. activation factor at 5 µM. P11712;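 active = activation factor of 2 or more for CYP2C9 at a 5 µM dose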;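 also: 0 = sulfaphenazole-blocked wells and 1 = vehicle-only wells; values of inactives mirror those of a sister screen read the other way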
Pyk2 oligo antag: Pyk2 (human) oligomerization antagonism | Q14289 | Q293 cells, Pyk2 FERM NanoBiT luminescence; stronger effect = lower value | z-score (the deposit names both 25 µM and 10 µM) | 0.83% of 99,000 active | AID 1347419;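 active = Z-score of -3 or lower, scaled per plate to the spread of control and sample wells; inactive = z-score above -3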;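 also: negative z-score means lost luminescence so less FERM oligomerization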
Target sequence (Q14289 whole entry, looked up): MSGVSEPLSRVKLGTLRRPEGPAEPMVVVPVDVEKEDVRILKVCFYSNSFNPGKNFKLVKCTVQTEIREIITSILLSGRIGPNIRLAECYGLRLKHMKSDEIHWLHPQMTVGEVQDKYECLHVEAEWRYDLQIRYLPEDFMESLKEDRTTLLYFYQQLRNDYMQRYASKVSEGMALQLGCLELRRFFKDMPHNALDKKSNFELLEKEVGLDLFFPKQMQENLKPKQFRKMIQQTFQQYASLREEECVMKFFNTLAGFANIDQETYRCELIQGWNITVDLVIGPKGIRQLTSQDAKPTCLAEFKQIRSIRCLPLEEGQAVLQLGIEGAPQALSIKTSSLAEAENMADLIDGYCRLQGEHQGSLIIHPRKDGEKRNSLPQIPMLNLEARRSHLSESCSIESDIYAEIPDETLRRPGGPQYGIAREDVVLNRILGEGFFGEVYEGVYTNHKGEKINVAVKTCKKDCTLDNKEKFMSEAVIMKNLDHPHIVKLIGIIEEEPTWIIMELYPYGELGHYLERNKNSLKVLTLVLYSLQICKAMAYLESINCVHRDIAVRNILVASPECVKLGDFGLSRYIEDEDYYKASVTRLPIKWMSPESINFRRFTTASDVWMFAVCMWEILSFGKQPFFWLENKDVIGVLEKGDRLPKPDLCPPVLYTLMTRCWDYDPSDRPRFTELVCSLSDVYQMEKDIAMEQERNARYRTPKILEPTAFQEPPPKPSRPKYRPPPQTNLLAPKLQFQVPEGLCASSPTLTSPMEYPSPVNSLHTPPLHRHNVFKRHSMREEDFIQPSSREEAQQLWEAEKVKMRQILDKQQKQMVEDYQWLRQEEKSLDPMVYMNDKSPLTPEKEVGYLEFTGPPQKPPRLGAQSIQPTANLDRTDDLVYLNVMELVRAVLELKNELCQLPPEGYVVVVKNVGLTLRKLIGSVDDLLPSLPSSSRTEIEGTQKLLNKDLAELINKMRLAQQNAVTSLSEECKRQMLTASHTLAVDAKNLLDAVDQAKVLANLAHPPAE
PostGolgi ctrl: inhibits growth of the yeast control strain. efflux-deficient yeast background strain, growth absorbance A615, 16 h. 5% of 98,000 active. inhibition, % at 10 µM
Numbers without * were called inactive. Rule as the data show it, unless noted: active = inhibition above about 30%; inactive = the rest.

O=C(c1ccccc1)c1ccc2ccccc2n1 was read as Ecoli WT expand 6, DAT uptake mod -0.031, CYP2C9 inh -31, PostGolgi yeast -3, PTPN22 act -3, PTPN22 inh 2 2, CYP2C9 activ 1.3, Pyk2 oligo antag -0.38 and PostGolgi ctrl -1.
CCC1Oc2nc(SC)nnc2-c2ccccc2N1C(=O)c1ccccc1 (centres undefined) was read as Ecoli WT expand -7, CYP2C9 inh -6, PostGolgi yeast 14, PTPN22 act 5, PTPN22 inh 2 -7, CYP2C9 activ 1.1, Pyk2 oligo antag -1.5 and PostGolgi ctrl 8.
CC1=CC(c2ccccc2)n2nc(N3C(=O)c4ccccc4C3=O)nc2N1 (centres undefined) was read as Ecoli WT expand -6, DAT uptake mod -0.2, CYP2C9 inh -7, PostGolgi yeast -5, PTPN22 act -1, PTPN22 inh 2 3, CYP2C9 activ 1.1, Pyk2 oligo antag 1.2 and PostGolgi ctrl 3.
`O=C(Nc1ccc(Cl)cc1)OCCn1nnnc1C(c1ccccc1Cl)N1CCOCC1` (centres undefined) gave Ecoli WT expand 15, DAT uptake mod 0.45, CYP2C9 inh 54*, PostGolgi yeast 3, PTPN22 act -6, PTPN22 inh 2 7, CYP2C9 activ 0.5, Pyk2 oligo antag -2.6 and PostGolgi ctrl 0.
`CCC1(c2ccccc2)NC(=O)N(CC(=O)Nc2cccc(C#N)c2)C1=O` (centres undefined) gave Ecoli WT expand 3, DAT uptake mod 1.1, CYP2C9 inh 46, PostGolgi yeast -8, PTPN22 act -4, PTPN22 inh 2 3, CYP2C9 activ 0.5, Pyk2 oligo antag 0.51 and PostGolgi ctrl -14.
For O=C(COc1cccc2ccccc12)NNC(=O)C1CCCO1 (centres undefined) the results were Ecoli WT expand 5, DAT uptake mod -0.052, CYP2C9 inh -86, PostGolgi yeast 0, PTPN22 act -2, PTPN22 inh 2 5, CYP2C9 activ 1.9, Pyk2 oligo antag 0.6 and PostGolgi ctrl 17.
Screening Cc1ccc2[nH]c(=O)c(CN(Cc3ccco3)C(=O)c3ccncc3)cc2c1 returned Ecoli WT expand -4, DAT uptake mod 0.0045, CYP2C9 inh 96*, PostGolgi yeast -1, CYP2C9 activ 0, Pyk2 oligo antag -0.2 and PostGolgi ctrl 8.
Screening COc1ccccc1OCC(=O)N1CCN(c2ccccc2OC)CC1 returned Ecoli WT expand 2, DAT uptake mod 0.39, CYP2C9 inh 30, PostGolgi yeast -6, CYP2C9 activ 0.7, Pyk2 oligo antag 0.31 and PostGolgi ctrl 18.
For CC(C)c1ccccc1N1CC(C(=O)O)CC1=O (centres undefined) the results were Ecoli WT expand -1, DAT uptake mod -0.57, CYP2C9 inh -17, PostGolgi yeast -8, CYP2C9 activ 1.2, Pyk2 oligo antag 0.62 and PostGolgi ctrl 3.
CCOc1ccc(NC(=O)CSCC(=O)O)cc1 was read as Ecoli WT expand -21, DAT uptake mod 0.77, CYP2C9 inh 5, PostGolgi yeast -7, PTPN22 act 2, PTPN22 inh 2 -5, CYP2C9 activ 1, Pyk2 oligo antag 0.23 and PostGolgi ctrl -4.
Screening COc1ccc(Cl)cc1C(=O)Nc1ccc(NC(=O)c2ccco2)cc1 returned Ecoli WT expand 1, DAT uptake mod -1.6, CYP2C9 inh 38, PostGolgi yeast 29, PTPN22 act -1, PTPN22 inh 2 -2, CYP2C9 activ 0.6, Pyk2 oligo antag 0.13 and PostGolgi ctrl -1.
For Cc1ccccc1NC(=S)N(C)C1(c2ccccc2Cl)CCCCC1=O (centres undefined) the results were Ecoli WT expand 2, DAT uptake mod 0.065, CYP2C9 inh 16, PostGolgi yeast 3, PTPN22 act -5, PTPN22 inh 2 8, CYP2C9 activ 0.8, Pyk2 oligo antag -2.1 and PostGolgi ctrl 8.
O=C(NC(=S)N(CCCCO)C1CCCCC1)c1sc2ccccc2c1Cl was read as Ecoli WT expand -2, DAT uptake mod 1, CYP2C9 inh 54*, PostGolgi yeast -1, PTPN22 act 0, PTPN22 inh 2 4, CYP2C9 activ 0.5, Pyk2 oligo antag 0.35 and PostGolgi ctrl 18.
For CC(CN1CCOCC1)c1ccccc1 (centres undefined) the results were Ecoli WT expand 4, DAT uptake mod 0.28, CYP2C9 inh 3, PostGolgi yeast 1, PTPN22 act 0, PTPN22 inh 2 0, CYP2C9 activ 1, Pyk2 oligo antag 0.57 and PostGolgi ctrl 6.
Screening COC(=O)C1=C(C)NC(=O)C1(Nc1nccs1)C(F)(F)F (centres undefined) returned Ecoli WT expand 0, DAT uptake mod -1.8, CYP2C9 inh -10, PostGolgi yeast 6, PTPN22 act -2, PTPN22 inh 2 2, CYP2C9 activ 1.1, Pyk2 oligo antag 1.3 and PostGolgi ctrl 0.
CCc1ncc(C(O)c2cccc3ccccc23)n1C (centres undefined) was read as Ecoli WT expand 13, DAT uptake mod 1.6, CYP2C9 inh 2, PostGolgi yeast 8, PTPN22 act -7, PTPN22 inh 2 6, CYP2C9 activ 1, Pyk2 oligo antag 0.3 and PostGolgi ctrl -2.
Screening C=CCN1C(=O)NC2(O)C(=O)c3ccccc3C12O (centres undefined) returned Ecoli WT expand 7, DAT uptake mod -0.68, CYP2C9 inh 5, PostGolgi yeast 20, PTPN22 act -6, PTPN22 inh 2 5, CYP2C9 activ 1, Pyk2 oligo antag -0.06 and PostGolgi ctrl 3.
CCOc1cc(/C=C2\N=C(C)OC2=O)cc(Br)c1OCCc1ccccc1 was read as Ecoli WT expand -3, DAT uptake mod -0.22, CYP2C9 inh 70*, PostGolgi yeast -4, PTPN22 act 1, PTPN22 inh 2 -2, CYP2C9 activ 0.3, Pyk2 oligo antag -0.05 and PostGolgi ctrl 6.
COc1ccc(CNC(=O)CCS(=O)(=O)c2cccc3nonc23)cc1 was read as Ecoli WT expand 12, DAT uptake mod -0.79, CYP2C9 inh 30, PostGolgi yeast 9, CYP2C9 activ 0.7, Pyk2 oligo antag -0.94 and PostGolgi ctrl 4.
Screening CC1N(O)C(C)(C)C(c2ccccc2)=[N+]1[O-] (centres undefined) returned DAT uptake mod 0.31, PTPN22 act 2, PTPN22 inh 2 0 and Pyk2 oligo antag -0.35.

Next part, starting with the last 3 of the part before.
CCOc1cc(/C=C2\N=C(C)OC2=O)cc(Br)c1OCCc1ccccc1 was read as Ecoli WT expand -3, DAT uptake mod -0.22, CYP2C9 inh 70*, PostGolgi yeast -4, PTPN22 act 1, PTPN22 inh 2 -2, CYP2C9 activ 0.3, Pyk2 oligo antag -0.05 and PostGolgi ctrl 6.
COc1ccc(CNC(=O)CCS(=O)(=O)c2cccc3nonc23)cc1 was read as Ecoli WT expand 12, DAT uptake mod -0.79, CYP2C9 inh 30, PostGolgi yeast 9, CYP2C9 activ 0.7, Pyk2 oligo antag -0.94 and PostGolgi ctrl 4.
Screening CC1N(O)C(C)(C)C(c2ccccc2)=[N+]1[O-] (centres undefined) returned DAT uptake mod 0.31, PTPN22 act 2, PTPN22 inh 2 0 and Pyk2 oligo antag -0.35.
CC(=O)NC(NC(=S)Nc1ccc(N=Nc2ccccc2C)cc1C)C(Cl)(Cl)Cl (centres undefined) was read as Ecoli WT expand 5, DAT uptake mod 0.016, CYP2C9 inh -1, PostGolgi yeast -2, PTPN22 act 8, PTPN22 inh 2 -5, CYP2C9 activ 1, Pyk2 oligo antag -1.5 and PostGolgi ctrl 9.
`CC1CCCCN1S(=O)(=O)c1ccc2c(c1)oc(=O)n2CC(=O)O` (centres undefined) gave Ecoli WT expand -9, DAT uptake mod -2.3*, CYP2C9 inh 22, PostGolgi yeast 0, PTPN22 act 4, PTPN22 inh 2 -8, CYP2C9 activ 0.8, Pyk2 oligo antag 0.24 and PostGolgi ctrl -13.
O=S(=O)(N1CCCCC1)n1nnc2ccccc21 was read as Ecoli WT expand 6, DAT uptake mod -0.22, CYP2C9 inh -16, PostGolgi yeast 2, PTPN22 act 4, PTPN22 inh 2 0, CYP2C9 activ 1.2, Pyk2 oligo antag -0.29 and PostGolgi ctrl 12.
Screening Cc1cc(C)n(-c2ccc(C(=O)OCC(=O)Nc3ccc(S(=O)(=O)N4CCOCC4)cc3)cc2)n1 returned Ecoli WT expand -4, DAT uptake mod 1.4, CYP2C9 inh 71*, PostGolgi yeast -6, PTPN22 act 1, PTPN22 inh 2 -3, CYP2C9 activ 0.3, Pyk2 oligo antag 1.6 and PostGolgi ctrl 12.
For Cc1ccc(/C=C2/CCc3c([nH]c4ccccc34)C2=O)cc1 the results were Ecoli WT expand -8, CYP2C9 inh 24, PostGolgi yeast 2, PTPN22 act 2, PTPN22 inh 2 1, CYP2C9 activ 0.8, Pyk2 oligo antag 0.02 and PostGolgi ctrl 3.
`O=C(COc1ccc(S(=O)(=O)N2CCOCC2)cc1)Nc1ccc(Cl)c(C(F)(F)F)c1` gave Ecoli WT expand -3, DAT uptake mod -0.45, CYP2C9 inh 53*, PostGolgi yeast -6, PTPN22 act 5, PTPN22 inh 2 -5, CYP2C9 activ 0.5, Pyk2 oligo antag -0.38 and PostGolgi ctrl 11.
For CC1CC(C)CN(C(=O)Cn2c(-c3nonc3N)nc3ccccc32)C1 (centres undefined) the results were DAT uptake mod 0.3, PTPN22 act -7, PTPN22 inh 2 6 and Pyk2 oligo antag -2.3.
`O=C(/C=C/c1ccccc1)NC(=S)Nc1ccccc1C(=O)NC1CCCCC1` gave Ecoli WT expand 1, DAT uptake mod -0.22, CYP2C9 inh -1, PostGolgi yeast -5, PTPN22 act -11, PTPN22 inh 2 13, CYP2C9 activ 1, Pyk2 oligo antag 1 and PostGolgi ctrl 1.
For O=C(CSC1=NCCN1)C1COc2ccccc2O1 (centres undefined) the results were Ecoli WT expand 8, DAT uptake mod 0.056, CYP2C9 inh 67*, PostGolgi yeast 2, CYP2C9 activ 0.3, Pyk2 oligo antag -0.39 and PostGolgi ctrl -1.
O=C(NCCCN1CCN(c2ccccc2F)CC1)C1CC(=O)N(C2CCCC2)C1 (centres undefined) was read as Ecoli WT expand -3, DAT uptake mod -2, CYP2C9 inh 17, PostGolgi yeast -3, PTPN22 act 1, PTPN22 inh 2 -4, CYP2C9 activ 0.8 and PostGolgi ctrl 14.
CNc1nc(Oc2ccccc2C(=O)OC)nc(SC)n1 was read as Ecoli WT expand -3, DAT uptake mod 0.17, CYP2C9 inh 26, PostGolgi yeast 9, PTPN22 act -9, PTPN22 inh 2 9, CYP2C9 activ 0.7, Pyk2 oligo antag 0.18 and PostGolgi ctrl 5.
`O=C1C=C(NCC2CCCO2)CC(c2ccccc2)C1` (centres undefined) gave Ecoli WT expand 5, DAT uptake mod 0.27, CYP2C9 inh -3, PostGolgi yeast 24, PTPN22 act 2, PTPN22 inh 2 -5, CYP2C9 activ 1, Pyk2 oligo antag -0.33 and PostGolgi ctrl 12.
For COc1ccc(OC)c(S(=O)(=O)N2CCCCCC2)c1 the results were Ecoli WT expand 4, DAT uptake mod -2.4*, CYP2C9 inh -12, PostGolgi yeast 5, CYP2C9 activ 1.1, Pyk2 oligo antag -0.87 and PostGolgi ctrl -9.
For CCOC(=O)c1cc(-c2ccccc2)sc1NC(=S)Nc1cccc(C)n1 the results were Ecoli WT expand -21, DAT uptake mod -0.3, CYP2C9 inh 6, PostGolgi yeast -10, PTPN22 act 6, PTPN22 inh 2 -2, CYP2C9 activ 0.9, Pyk2 oligo antag -1.5 and PostGolgi ctrl -7.
COc1ccc(-c2nc(CSCC(=O)NC3CCCc4ccccc43)c(C)o2)cc1 (centres undefined) was read as Ecoli WT expand -17, DAT uptake mod 1.9, CYP2C9 inh 58*, PostGolgi yeast 11, PTPN22 act 2, PTPN22 inh 2 1, CYP2C9 activ 0.4, Pyk2 oligo antag 0.3 and PostGolgi ctrl 11.
For COc1ccc(OC)c(C2C(C(C)=O)=C(O)C(=O)N2Cc2cccnc2)c1 (centres undefined) the results were Ecoli WT expand -7, DAT uptake mod -0.39, CYP2C9 inh -3, PostGolgi yeast 7, PTPN22 act -7, PTPN22 inh 2 5, CYP2C9 activ 1, Pyk2 oligo antag 0.02 and PostGolgi ctrl -4.
